Source: PubChem
USP7 block – inhibitors of human USP7 deubiquitinase. purified USP7, Ub-rhodamine cleavage fluorescence. inhibition, % at 20 µM. 0.3% of 47,000 active. Ubiquitin carboxyl-terminal hydrolase 7 (Homo sapiens), Q93009
USP30 block – inhibitors of human USP30 deubiquitinase; purified USP30, Ub-rhodamine cleavage fluorescence; inhibition, % at 25 µM; 5.3% of 47,000 active
Target sequence (Q70CQ3 whole entry, looked up): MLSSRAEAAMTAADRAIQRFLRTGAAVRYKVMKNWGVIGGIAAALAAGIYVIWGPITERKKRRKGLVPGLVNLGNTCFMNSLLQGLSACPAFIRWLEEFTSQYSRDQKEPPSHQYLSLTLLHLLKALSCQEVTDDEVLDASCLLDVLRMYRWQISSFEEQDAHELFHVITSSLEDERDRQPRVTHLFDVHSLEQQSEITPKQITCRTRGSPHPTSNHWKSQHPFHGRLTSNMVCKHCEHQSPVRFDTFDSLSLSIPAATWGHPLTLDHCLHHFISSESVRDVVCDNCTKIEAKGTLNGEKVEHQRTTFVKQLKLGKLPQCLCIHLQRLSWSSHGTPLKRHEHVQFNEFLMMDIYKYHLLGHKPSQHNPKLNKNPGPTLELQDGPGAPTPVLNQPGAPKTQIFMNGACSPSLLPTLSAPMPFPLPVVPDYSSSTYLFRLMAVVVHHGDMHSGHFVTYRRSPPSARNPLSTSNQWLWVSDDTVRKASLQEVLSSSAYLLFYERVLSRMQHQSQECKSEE
OTUD3 block – inhibitors of human OTUD3 deubiquitinase. OTU domain-containing protein 3 (Homo sapiens), Q5T2D3. purified OTUD3, Ub-rhodamine fluorescence, 2 h. inhibition, % at 25 µM. 0.7% of 47,000 active
USP17 inh – inhibitors of human USP17 deubiquitinase | inhibition, % at 50 µM | purified USP17, Ub-rhodamine cleavage fluorescence, 3 h | 6.5% of 47,000 active | AID 1645855, 2021 | Ubiquitin carboxyl-terminal hydrolase 17-like protein 5 (Homo sapiens), A8MUK1
UCHL1 inh – inhibitors of human UCHL1 deubiquitinase; inhibition, % at 20 µM; 0.2% of 47,000 active; purified UCHL1, Ub-rhodamine cleavage fluorescence; Ubiquitin carboxyl-terminal hydrolase isozyme L1 (Homo sapiens), P09936
Target sequence (P09936 whole entry, looked up): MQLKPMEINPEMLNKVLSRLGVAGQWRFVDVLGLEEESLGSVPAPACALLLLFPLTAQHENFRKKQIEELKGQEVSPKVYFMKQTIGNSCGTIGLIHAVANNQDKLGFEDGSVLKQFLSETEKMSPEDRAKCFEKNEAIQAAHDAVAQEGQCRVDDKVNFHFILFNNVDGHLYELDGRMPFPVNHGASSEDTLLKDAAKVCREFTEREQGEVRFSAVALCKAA
USP8 block – inhibitors of human USP8 deubiquitinase; Ubiquitin carboxyl-terminal hydrolase 8 (Homo sapiens), P40818; purified USP8, Ub-rhodamine cleavage fluorescence, 30 min; inhibition, % at 20 µM; 4.2% of 47,000 active; AID 1645853, 2021
USP10 block – inhibitors of human USP10 deubiquitinase. Ubiquitin carboxyl-terminal hydrolase 10 (Homo sapiens), Q14694. purified USP10, Ub-rhodamine fluorescence, 60 min. inhibition, % at 20 µM. 1.1% of 47,000 active
USP28 block – inhibitors of human USP28 deubiquitinase. purified USP28, Ub-rhodamine cleavage fluorescence, 30 min. 3% of 47,000 active. inhibition, % at 25 µM
* = called active by the depositor; i = inactive; . = not tested or not shown. Cut-off read from the data, not from the text of the source: active = inhibition above about 30%; inactive = the rest. Compounds as they come, and some 13% of all compounds hit somewhere here.

SMILES	USP7 block	USP30 block	OTUD3 block	USP17 inh	UCHL1 inh	USP8 block	USP10 block	USP28 block
O=C1N(c2cccnc2)C(=O)C2(Cc3ccccc3)CCN(Cc3ccccn3)CCN12 (stereo unspecified)	0	-20	-10	-12	-3	-33	0	-18
CCOc1ccc(OCC)c(NC(=O)c2nc3ccccc3nc2N2CCCC2)c1	3	-126	-36	-9	-1	0	-3	-29
Cc1ccc(S(=O)(=O)N2CCC(C(=O)OCC(=O)Nc3ccc4c(c3)CCC4)CC2)cc1C	9	9	10	8	3	19	5	15
O=C(NCc1ccccc1)c1ccc2ncnc(N3CCCC3)c2c1	-1	10	-5	-8	3	-1	-4	-1
O=C(NC1CCCCCC1)c1nc(Cn2cnc3ccccc3c2=O)no1	2	10	1	2	1	4	0	7
Cc1nc(N2CCCCC2)c2c(C)c(C(=O)Nc3ccc(Oc4ccc(Cl)cc4)cc3)sc2n1	4	2	9	9	3	13	5	14
O=C(CSc1cnc2ccccc2n1)Nc1cccc(Cl)c1Cl	0	-5	2	20	-1	1	1	-7
CCc1ccccc1N(CC(=O)NCc1ccco1)C(=O)CCC(=O)Nc1nccs1	-4	14	6	9	1	9	-4	8
COc1ccc(C(CNC(=O)Cc2cccc(C)c2)N2CCOCC2)cc1 (stereo unspecified)	0	11	2	9	0	15	0	2
CN(C)c1ncncc1N1CCC(C(=O)N2CCC(N3CCCCC3)CC2)CC1	4	-4	3	-3	-2	8	-1	3
C[C@@]12C[C@H](c3ccccc3)N(C(=O)c3cncs3)[C@@H]1CCC[C@@H](O)[C@H]2O	-6	-20	-7	-14	-3	-3	-4	-9
Cn1c(NC(=O)c2cccc(Br)c2)c(-c2ccc(Cl)cc2)c(=O)c2ccccc21	-1	-37	-8	41*	-3	-6	15	-24
Cc1cccc(CC(=O)Nc2c(C)nc3ccccn3c2=O)c1	3	7	1	0	-1	2	1	0
O=C(Nc1cnc(N2CCCC2)nc1)c1cccnc1	0	-9	-4	-10	-2	-15	-1	1
O=C(CN1CCN(c2ccc(F)cc2)CC1)N1c2ccccc2CCc2ccccc21	-47	-9	-1	-7	2	-10	1	-6
COc1cccc(N2C(=O)c3cccnc3C2Nc2ccc(C)c(C)c2)c1 (stereo unspecified)	-23	-19	-20	-19	-4	-16	-2	-14
Cc1cc(-c2ccnc3c(C#N)cnn23)c(C)s1	.	-5	-9	67*	-3	4	0	4
C[C@@H]1CC[C@H]2C(CN3CCN(C/C=C/c4ccccc4)CC3)C(=O)O[C@]23[C@H]1CC[C@@]1(C)O[C@@H]31 (stereo partly specified)	0	-9	0	-9	0	-5	-1	-1
O=C(COC(=O)c1cnccn1)Nc1cccc(Oc2ccccc2)c1	-16	-13	-9	-2	-3	-8	-8	2
COc1ccc(-c2nnc(SCc3ccccc3C#N)o2)c(OC)c1	-8	50*	13	25	6	13	1	14
CCn1nccc1-c1cncc(CC2CCN(S(C)(=O)=O)CC2)n1	0	0	0	-11	0	-10	2	0
O=C(NC1CCCCC1)C1CN(C(=O)c2ccc3c(c2)OCO3)CC12CCOCC2 (stereo unspecified)	1	11	15	13	1	20	0	9
Cc1nc(-c2cn(C(C)C)c3ncccc23)sc1C(=O)N1CCCC1	-3	-3	0	-7	2	0	3	-6
O=C(NC(c1ccccc1)c1nnc(N2CCOCC2)o1)c1cccc(F)c1 (stereo unspecified)	3	25	4	0	0	3	4	3
CN1[C@@H](CCC(=O)Nc2ccccc2)CNC(=O)[C@@H]2[C@H]1CCN2CC(C)(C)C	-3	-6	1	-22	-1	-12	-2	0

Of the compounds above, 2 have fluorine.
SMILES	USP7 block	USP30 block	OTUD3 block	USP17 inh	UCHL1 inh	USP8 block	USP10 block	USP28 block
O=C(CN1CCN(c2ccc(F)cc2)CC1)N1c2ccccc2CCc2ccccc21	-47	-9	-1	-7	2	-10	1	-6
O=C(NC(c1ccccc1)c1nnc(N2CCOCC2)o1)c1cccc(F)c1 (stereo unspecified)	3	25	4	0	0	3	4	3

(further entries)
SMILES	USP7 block	USP30 block	OTUD3 block	USP17 inh	UCHL1 inh	USP8 block	USP10 block	USP28 block
O=C(Nc1ccc(OCC(=O)N2CCOCC2)cc1)c1ccc2c(c1)OCO2	1	24	14	15	0	-2	0	37*
CC1(C(=O)NCc2ccccc2)Cn2c(cc3ccccc32)C(=O)N1Cc1cccnc1 (stereo unspecified)	-34	-31	9	12	5	29	5	8
COc1ccc(NC(=O)CSc2nnc(N3CCOCC3)c3ccccc23)cc1	5	-164	11	11	6	-199	-1	18
c1cc(Oc2cccc3ccccc23)cc(Oc2cccc3ccccc23)c1	-2	-18	-14	-18	-6	-29	1	-9
COc1ccc(C)cc1NC(=O)C1CCCN(S(=O)(=O)c2cccs2)C1 (stereo unspecified)	10	14	4	7	5	15	3	6
CC(C)N(Cc1cc(=O)[nH]c2ccccc12)C(=O)c1cccc(Br)c1	7	27	7	2	2	12	2	5
Cc1ccc(NC(=O)N2CCCn3c(nc4ccccc43)C2)cc1	5	18	4	4	4	14	1	14
CC(C)C[C@@H](NC(=O)Cn1c(=O)[nH]c2ccccc2c1=O)C(=O)O	5	13	9	-3	0	-54	2	0
OCc1cnc(SCc2ccccc2Cl)n1Cc1ccc(F)cc1	-97	12	-6	-6	5	-1	1	-53
CN1CCN(C(c2ccccc2)c2oc3ccccc3c2NC(=O)c2ccco2)CC1 (stereo unspecified)	0	3	8	14	0	7	0	3
COCc1nc2c(NC(=O)NCc3ccco3)cccn2n1	4	-1	14	2	2	8	-1	22
CCOC(=O)CSc1nnc(-c2c[nH]c3ccccc23)n1-c1ccc(F)cc1	6	6	16	25	0	18	5	8
Cc1ccc(COc2cc(C(=O)NCCC3=CCCCC3)c3ccccc3n2)cc1	-8	-119	-26	-2	-9	-73	-11	-32
COc1ccc(NC(=O)c2nc3n(n2)-c2ccccc2S(=O)(=O)N3)cn1	-157	i	-200	-174	-166	-243	-10	-244
CC(C)(C)c1ccc(NC(=O)Nc2ccccc2N2CCCCC2)cc1	5	0	-2	-1	0	1	6	0
COC(=O)c1ccc(S(=O)(=O)NC2Cc3ccccc3C2)n1C	0	-1	-2	-5	-1	-1	2	-7
O=C(Oc1ccccc1Br)c1cc(-c2ccc3c(c2)OCCO3)on1	-74	33*	10	21	-4	52*	-7	27
O=C(c1cccc(F)c1)N1CCC2(C1)c1ccccc1S(=O)(=O)N2CC1CC1 (stereo unspecified)	1	-16	-5	-11	0	0	-1	-10
COc1ccc(CNC(=O)NCc2nnnn2-c2ccccc2)cc1OC	-1	5	3	-2	-3	5	-2	5
O=C(O)C1CCCN(c2cc(C(F)(F)F)nc(-c3ccccn3)n2)C1 (stereo unspecified)	6	0	3	16	0	8	1	-3
Cc1cc2c3c([nH]c2cc1S(=O)(=O)NCCc1ccccc1)CC(C)(C)CC3=O	3	0	-3	0	7	0	1	0
CN(C(=O)Cn1cc(S(=O)(=O)N2CCCC2)ccc1=O)c1ccccc1	-1	5	-1	-1	-1	1	-1	-5
COC(=O)c1ccc(NC(=O)c2ccc(-n3nncc3C)cc2)cc1	2	-3	-2	0	-1	-28	-1	24
CN(C)c1cnc(-n2cc(NC(=O)c3ccc(F)cc3)cn2)nc1	0	-129	-19	4	-6	-24	-7	-23
O=C(NC(Cc1ccccc1)c1nc2ccccc2[nH]1)C1CCC1 (stereo unspecified)	1	11	10	17	1	63*	-1	12

Whole records as entered above.
O=C(Oc1ccccc1Br)c1cc(-c2ccc3c(c2)OCCO3)on1 across the screens: USP7 block = -74; USP30 block = 33*; OTUD3 block = 10; USP17 inh = 21; UCHL1 inh = -4; USP8 block = 52*; USP10 block = -7; USP28 block = 27
CCOC(=O)CSc1nnc(-c2c[nH]c3ccccc23)n1-c1ccc(F)cc1 across the screens: USP7 block = 6; USP30 block = 6; OTUD3 block = 16; USP17 inh = 25; UCHL1 inh = 0; USP8 block = 18; USP10 block = 5; USP28 block = 8
Cc1cc2c3c([nH]c2cc1S(=O)(=O)NCCc1ccccc1)CC(C)(C)CC3=O across the screens: USP7 block = 3; USP30 block = 0; OTUD3 block = -3; USP17 inh = 0; UCHL1 inh = 7; USP8 block = 0; USP10 block = 1; USP28 block = 0

Reprinted at random: two entries already listed.
SMILES	USP7 block	USP30 block	OTUD3 block	USP17 inh	UCHL1 inh	USP8 block	USP10 block	USP28 block
CN(C)c1ncncc1N1CCC(C(=O)N2CCC(N3CCCCC3)CC2)CC1	4	-4	3	-3	-2	8	-1	3
Cc1ccc(S(=O)(=O)N2CCC(C(=O)OCC(=O)Nc3ccc4c(c3)CCC4)CC2)cc1C	9	9	10	8	3	19	5	15

The list continues.
SMILES	USP7 block	USP30 block	OTUD3 block	USP17 inh	UCHL1 inh	USP8 block	USP10 block	USP28 block
CCc1c(C)nc2cc(-c3ccc(C)cc3)[nH]n2c1=O	7	18	10	0	3	-25	7	7
Cc1cccc(-c2cnc(C(O)c3ccc4c(c3)OCO4)[nH]2)c1 (stereo unspecified)	1	-31	2	8	0	21	-4	2
COc1ccccc1OCC(=O)Nc1onc2c1CCCC2	2	0	5	-1	1	5	0	7
O=C(/C=C/c1ccc(-c2ccc(Br)cc2)o1)Nc1cccc2cccnc12	-121	i	-175	-158	-135	-160	-7	-246
CCc1cccc(C)c1NCC(=O)N1CCCc2ccccc21	-25	-415	-92	-105	-27	-40	-1	-120
O=C(COc1ccc(F)cc1)NCC(c1ccco1)N1CCCCC1 (stereo unspecified)	-8	-18	-5	-8	-2	9	0	-4
CCCC(=O)N(Cc1ccc(-c2ccc(F)cc2)o1)C1CCS(=O)(=O)C1 (stereo unspecified)	-22	-68	-22	.	-4	-11	-10	-25
O=C(Nc1ccc(Cl)cc1)C1Cn2ccnc2C2(CCN(C(=O)c3ccn[nH]3)CC2)O1 (stereo unspecified)	-2	-13	1	-47	-4	-184	-5	-18
Cc1nnc(SCCn2c(N3CCc4ccccc4C3)nc3c2c(=O)[nH]c(=O)n3C)s1	-4	8	0	0	-3	2	1	-3
COc1ccc(N(C(=O)c2ccco2)C(C(=O)NC2CCCC2)c2ccc(N3CCOCC3)cc2)c(OC)c1 (stereo unspecified)	-3	2	-7	-1	-2	2	-3	-2
COc1cc(COc2ccc3c(C)c(CC(=O)N4CC[C@@]5(O)CCCC[C@H]5C4)c(=O)oc3c2C)cc(OC)c1OC	11	50*	25	48*	11	-5	4	10
COc1ccccc1CN1C[C@@H]2OCC(=O)N(C3CCOCC3)[C@H]2C1	2	3	10	3	-2	-2	0	1
